# High-throughput results: PubChem BioAssay, National Center for Advancing Translational Sciences (NCATS)
# BLM helicase inh – Bloom syndrome helicase (human) inhibition; P54132; recombinant BLM DNA unwinding, fluorescence dequenching; Potency, µM (highest dose often 56.1 µM), for the others: at the highest dose activity change, negative = inhibition, most hits filed as inhibitors; 350,000 tested, 0.2% active; AID 2528;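 further: plate controls were vehicle for no effect and no enzyme for full effect; nearly all actives have a fitted effect of over 35% in size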
# Pol kappa inh – DNA polymerase kappa (human) inhibition | Q9UBT6 | purified Pol kappa, fluorescent DNA synthesis assay, 10 min | Potency, µM (doses to about 107 µM), inactives show top-dose activity, negative = inhibition, actives largely listed as inhibitors | 400,000 tested, 0.53% active; further: on the % scale 0 is the no-effect control and ±100 the full control effect
#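 Pol kappa 10 nM + cpd, 15 min RT; start w/ substrate 50 nM final; fluorescence kinetic read, 0 and 10 min. Neg ctrl: buffer, no enzyme.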
# G9a inh – G9a (human) methyltransferase inhibition | Potency, µM (highest dose often 102 µM), without a hit: at the top dose activity, negative = inhibition, actives largely listed as inhibitors | Q96KQ7 | AID 504332 | 350,000 tested, 8.8% active | G9a H3K9 monomethylation, AlphaScreen, 2 h; further: on the % scale 0 is the no-effect control and ±100 the full control effect; nearly all actives have a fitted effect of over 75% in size
# Target sequence (Q96KQ7 913-1193 limits assumed): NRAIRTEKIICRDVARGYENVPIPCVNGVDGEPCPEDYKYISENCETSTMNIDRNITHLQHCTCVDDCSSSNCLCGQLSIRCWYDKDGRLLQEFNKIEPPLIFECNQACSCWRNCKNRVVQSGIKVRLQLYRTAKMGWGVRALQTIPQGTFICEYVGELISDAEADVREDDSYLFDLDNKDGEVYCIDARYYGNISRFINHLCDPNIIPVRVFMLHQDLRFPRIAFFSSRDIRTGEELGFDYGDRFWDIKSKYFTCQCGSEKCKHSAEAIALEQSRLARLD
#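 Enzyme 20 nM + cpd, 15 min RT; add b-H3K9 pep 500 nM / SAM 20 uM; 2 h RT; anti-H3K9me1 Ab 0.5 ug/mL + SA donor / anti-rabbit acceptor beads 20 ug/mL each, 10 min; AlphaScreen read.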
# JMJD2A Tudor inh – inhibitors of human JMJD2A Tudor domain | AlphaScreen JMJD2A-Tudor / H3K4me3 peptide binding | Potency, µM (highest dose often 114 µM), for the others: top-dose activity change, negative = inhibition, hits mostly inhibitors | 390,000 tested, 4.4% active; further: on the % scale 0 is the no-effect control and ±100 the full control effect; nearly all actives have a fitted effect of over 50% in size
# POLH inh – inhibitors of human DNA polymerase eta | Q9Y253 | Potency, µM (doses to about 114 µM), for the others: at the highest dose activity change, negative = inhibition, actives largely listed as inhibitors | AID 588591 | recombinant Pol eta, fluorescent DNA replication assay | 390,000 tested, 1.2% active; further: on the % scale 0 is the no-effect control and ±100 the full control effect
#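 Pol eta at 10 nM preincubated with compounds 15 min at room temperature; reaction started with fluorescent substrate (50 nM final) and read kinetically at 0 and 10 min.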
# POLI inh – DNA polymerase iota (human) inhibition | Q9UNA4 | Pol iota fluorescent replication assay, 10 min | Potency, µM (doses to about 115 µM), without a hit: at the highest dose activity, negative = inhibition, actives largely listed as inhibitors | 390,000 tested, 1% active | AID 588590
#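 Pol iota at 10 nM preincubated 15 min with compounds at room temperature; reaction started with fluorescent substrate, 50 nM final. Fluorescence read kinetically at 0 and 10 min; buffer-only wells as negative control.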
# Pol beta inh – DNA polymerase beta (human) inhibition; P06746; Pol beta primer extension/strand displacement, fluorescence kinetic; Potency, µM (series often up to 114 µM), without a hit: at the top dose activity change, negative = inhibition, hits mostly inhibitors; 340,000 tested, 1.3% active; further: on the % scale 0 is the no-effect control and ±100 the full control effect
#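 Values derive from four-parameter Hill fits of normalized kinetic data: reads at 0 and 10 min following addition of 50 nM substrate to 10 nM Pol beta preincubated 15 min with compound.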
# BAZ2B block – inhibitors of human BAZ2B bromodomain; Q9UIF8; AlphaScreen BAZ2B-H3K14Ac peptide displacement; Potency, µM (highest dose often 114 µM), without a hit: at the highest dose activity change, negative = inhibition, actives largely listed as inhibitors; 360,000 tested, 4.4% active; AID 504333; further: on the % scale 0 is the no-effect control and ±100 the full control effect; nearly all actives have a fitted effect of over 60% in size
#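 Multi-concentration screen (max 110 uM) measuring displacement of acetylated histone H3 peptide from BAZ2B by AlphaScreen, using 50 nM protein, 50 nM peptide and 10 ug/mL streptavidin donor plus Ni-chelate acceptor beads.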
# APE1 inh – APE1 (human) endonuclease inhibition | recombinant APE1, TAMRA/BHQ-2 abasic DNA cleavage fluorescence | 350,000 tested, 0.35% active | AID 2517 | Potency, µM (highest dose often 65.8 µM), without a hit: at the highest dose activity change, negative = inhibition, most hits filed as inhibitors | P27695;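 further: plate controls were vehicle for no effect and reference inhibitor for full effect; nearly all actives have a fitted effect of over 55% in size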
# Target sequence (P27695 whole entry, looked up): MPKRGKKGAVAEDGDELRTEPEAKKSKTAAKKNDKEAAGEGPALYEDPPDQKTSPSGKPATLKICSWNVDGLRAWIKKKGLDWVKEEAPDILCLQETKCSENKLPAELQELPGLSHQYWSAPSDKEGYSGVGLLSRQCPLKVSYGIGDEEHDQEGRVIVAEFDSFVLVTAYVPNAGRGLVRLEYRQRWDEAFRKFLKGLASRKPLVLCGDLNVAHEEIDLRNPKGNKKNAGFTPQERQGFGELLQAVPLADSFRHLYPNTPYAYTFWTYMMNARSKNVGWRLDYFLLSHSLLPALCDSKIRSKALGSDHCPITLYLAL
#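 Incision of a quenched TAMRA/BHQ-2 THF abasic-site duplex (50 nM) by 0.75 nM APE1, after 15 min compound preincubation, measured as fluorescence increase over three 60 s reads. Values normalized to buffer, DMSO and NSC13755 control wells.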
# * = called active by the depositor; u = inconclusive; x = no result given; & = joins results of further samples; [ ] = dose if it differs, or a comment. The call rests on the fitted dose curve; in most records, active means well fitted curve in the direction sought with a large enough effect; inconclusive means small, poorly fitted or top-dose-only effect, or another doubt; inactive means no such curve, though single readings can be large; an effect the other way counts as inactive or inconclusive. Potency means the concentration at half of the fitted maximal effect. Some of the compounds tested; count on the stated rates, not on these rows.
item | SMILES | JMJD2A Tudor inh | POLH inh | Pol kappa inh | Pol beta inh | POLI inh
1 | S=C(Nc1ccc2c(c1)OCO2)N1CCCC1 | -7.2% | -9.3% | 3.2% | 16.4% | -3.3%
2 | FC(F)(F)c1cccc(Oc2cc(C(F)(F)F)nc(-c3ccccn3)n2)c1 | -14.1% | -0.6% | -10.5% | 1.3% | 10.6%
3 | Cc1c(C(=O)NC2CCCCC2)oc2ccccc12 | 13.3% | -2.9% | -14.5% | 22.1% | 39.7%[activator]
4 | COc1ccccc1CNC(=O)CCC(=O)N1CC(C)Sc2ccccc21 (stereo unspecified) | -16.2%&-17.6% | -10.8%&-12.5% | -26.7%&-17.6% | -1.7%&5.5% | 28.2%&-0.9%
5 | O=C(CS(=O)(=O)Cc1ccccc1)Nc1nnc(C(F)(F)F)s1 | 2.8% | 3.2% | -16.3% | 17.3% | -12.5%
6 | COc1cc2ccccc2cc1C(=O)N1CCCC1 | -10.3% | -5.8% | -13.2% | 17.0% | -8.4%
7 | O=C(O)C1CC(=O)N(Cc2ccccc2)C1 (stereo unspecified) | 2.3%[57.1 µM] | -18.0% | -5.3% | 2.6% | 4.9%
8 | Cc1nc2ccn(Cc3ccccc3)c(=O)c2cc1C(=O)NCc1ccccc1F | -7.0% | -15.6% | 1.7% | 5.7% | -15.3%
9 | CCC(Cn1nnc2ccccc2c1=O)NC(=O)Nc1cc(OC)cc(OC)c1 (stereo unspecified) | -34.6% | 2.3% | 5.0% | 18.7% | -25.9%
10 | CCN(CC)CCN(C(=O)c1ccc(S(=O)(=O)N2CCCCC2)cc1)c1nc2cc3c(cc2s1)OCO3 | u | -4.7% | -2.5% | u | 39.6%[activator]
11 | Cc1nc2ccccc2c(=O)n1NC(=O)/C=C/c1ccccc1Cl | -5.6% | -3.5% | -3.3% | 0.5% | 29.5%
12 | COC(=O)c1ccc(NC(=O)CSc2nncn2-c2ccccn2)cc1 | -3.4% | 3.5% | -8.0% | 2.4% | 24.7%
13 | OCc1cn(-c2ccc(Cl)cc2)nn1 | -15.3% | -8.7% | -18.4% | 64.0% | -21.7%
14 | O=C(Nc1nncs1)C1COc2ccccc2O1 (stereo unspecified) | -16.4% | 0.2% | -5.0% | 4.3% | u
15 | C1=C[C@H]2CC[C@@H]1N(c1ccccc1)O2 | -4.8% | -20.9% | -10.3% | x | 13.4%

item | G9a inh | BLM helicase inh | BAZ2B block | APE1 inh
1 | x | -1.7% | u | 1.9%
2 | -9.9% | -2.9% | -1.3% | -3.1%
3 | 18.1% | -3.9% | 1.4% | 35.8%
4 | 4.7% | -0.6%&-0.7% | -37.2% | 14.9%
5 | 12.7% | -4.0% | 0.0% | 31.5%
6 | 51.6%[activator] | -1.9% | -1.5% | 54.5%[activator]
7 | 1.8%[12.7 µM] | 2.0% | 8.6% | 1.4%
8 | 4.4%[59 µM] | -0.4% | 3.6% | x
9 | -18.4%[59 µM] | 1.8% | -33.9% | x
10 | 50.1µM* | -1.6% | u | -3.3%
11 | -2.8%[59 µM] | 0.1% | 2.5% | 4.4%
12 | -24.6% | -5.0% | 0.6% | 13.4%
13 | -15.3% | -1.4% | -3.9% | 0.2%
14 | 16.0%[59 µM] | -1.3% | 6.0% | -3.5%
15 | x | x | x | -3.2%

# Copied from the list:
# In JMJD2A Tudor inh, compound 7 has 2.3%[57.1 µM]
# In Pol kappa inh, compound 10 has -2.5%
# In JMJD2A Tudor inh, compound 12 has -3.4%

# Later entries.
item | SMILES | JMJD2A Tudor inh | POLH inh | Pol kappa inh | Pol beta inh | POLI inh
16 | CN(C)S(=O)(=O)c1ccc(-c2csnn2)s1 | -5.2% | -8.8% | 1.1% | 4.6% | 2.4%
17 | O=C(OCCN1CCOCC1)c1cccnc1 | -5.1%&-35.1% | -3.0%&-13.6% | -10.4%&-6.3% | 16.0%&8.4% | -2.7%&5.5%
18 | O=C(O)c1cccc(N2C(=O)c3cccc(Oc4ccc(Cl)cc4)c3C2=O)c1 | -26.9% | -2.6% | -19.4% | -10.2% | -3.7%
19 | CN(C(=O)c1ccncc1)C1CCS(=O)(=O)C1 (stereo unspecified) | -7.4% | -10.5% | -1.2% | 15.9% | 13.6%
20 | Cc1ccc(N(CC(O)Cn2c3ccccc3c3ccccc32)S(C)(=O)=O)cc1 (stereo unspecified) | -23.8% | -14.3% | -17.6% | 2.0% | -2.4%
21 | COc1ccc(C(=O)Oc2ccc3ccc(=O)oc3c2)cc1 | u | -8.7% | -5.7% | 0.3% | 9.1%
22 | Cc1cn(C2CC(O)C(CO)O2)c(=O)n(Cc2ccccc2)c1=O (stereo unspecified) | -6.2% | -22.6% | -9.6% | x | 17.5%
23 | O=c1oc(-c2ccccc2)nc2ccsc12 | 3.5% | u | -9.9% | 7.3% | 20.1%
24 | O=C(Nc1ccccc1)OCCCCCOC(=O)Nc1ccccc1 | -12.5% | -9.8% | -10.5% | 16.7% | 20.6%
25 | Cc1ccccc1NC(=O)Cc1nnc(SCC(=O)NC2CCCC2)n1C | -0.7% | 3.7% | -3.4% | -0.1% | -23.1%
26 | CN(C(=O)c1ccc(NC(=O)Cc2cccc(NC(=O)C3CCN(C(=O)C4CCC4)CC3)c2)cc1)C1CC1 | -13.0% | -14.1% | -1.0% | x | 11.4%
27 | CCOCCc1nn2c(=O)cc(COC(=O)C(CC)c3ccccc3)nc2s1 (stereo unspecified) | -5.0% | -8.0% | -23.1% | 40.2% | 0.6%
28 | COc1ccc(NC2CCCN(C(=O)CCOc3ccccc3)C2)cc1 (stereo unspecified) | u | 1.0% | -4.5% | 21.2% | 27.3%
29 | Nc1cc(N)nc(SCC(=O)Nc2ccc3c(c2)OCCCO3)n1 | -6.8% | -2.7% | -20.0% | 3.4% | 0.0%
30 | CCOc1ccc(N2C(=O)C3C4C=CC(CC4)C3C2=O)c([N+](=O)[O-])c1 (stereo unspecified) | -16.5%[57.1 µM] | -12.4% | 1.4% | 15.1% | 9.5%

item | G9a inh | BLM helicase inh | BAZ2B block | APE1 inh
16 | 16.5%[12.7 µM] | -1.4% | 10.8% | 1.4%
17 | -38.7%[59 µM] | -2.3%&-0.6% | -6.0%&-3.6% | 3.8%
18 | 0.6%[59 µM] | 2.7% | -2.0% | 2.2%
19 | 18.1%[59 µM] | 0.6% | 22.3% | -2.6%
20 | 16.9%[12.7 µM] | -17.1% | -1.4% | -4.0%
21 | 5.0% | -13.9% | -15.2% | 22.0%
22 | x | x | x | x
23 | 32.4%[12.7 µM] | -4.5% | 4.7% | 18.7%
24 | -10.4%[0.501 µM] | -0.8% | 11.6% | 9.7%
25 | 14.3% | -4.1% | -0.2% | -0.2%
26 | x | x | x | x
27 | 14.9%[59 µM] | -3.5% | -4.4% | x
28 | x | -5.1% | 25.1µM* | -0.7%
29 | -14.7%[12.7 µM] | -3.0% | 4.2% | -4.9%
30 | x | 0.1% | -6.3% | -2.5%

# (next part)
item | SMILES | JMJD2A Tudor inh | POLH inh | Pol kappa inh | Pol beta inh | POLI inh
31 | CCN1CCCC1CN(Cc1cc2ccc(C)c(C)c2[nH]c1=O)C(=O)Nc1ccccc1OC (stereo unspecified) | -16.8% | -12.2% | 3.3% | 9.9% | -7.2%
32 | CCSc1nnc(Cc2cc(=O)[nH]c(=O)[nH]2)n1-c1ccc(F)cc1 | -11.0% | -9.2% | -13.5% | 13.4% | -0.4%
33 | CCc1cccc(NC(=O)CCCSc2nc3ccccc3[nH]2)c1 | -13.9% | -15.8% | -3.4% | 6.2% | 2.0%
34 | O=C1c2oc3ccccc3c(=O)c2C(c2cccc(Br)c2)N1Cc1ccco1 (stereo unspecified) | -19.7% | -14.9% | -5.6% | -6.9% | 29.2%
35 | O=C(Nc1ccc(Cl)c(C(F)(F)F)c1)c1nc2ccccc2nc1N1CCCCC1 | -30.7% | -18.9% | -2.9%[60.1 µM] | -20.9% | -5.3%
36 | O=C(Nc1cccs1)Nc1ccccc1Br | -15.2% | -12.1% | -4.8% | -0.5% | -28.9%
37 | Nc1nnc(CC(=O)NCc2ccccc2)s1 | -10.4% | 4.2% | -6.5% | 16.9% | -2.0%
38 | COc1ccc(C(=O)Nc2ccc(C(=O)O)cc2NC(=O)c2ccc(OC)cc2)cc1 | -11.4% | -3.1% | -10.5% | 10.3% | -12.4%
39 | CCOC(=O)N1CCN(CC(O)COc2ccc3c(c2)CCC3)CC1 (stereo unspecified) | -15.9% | -8.1% | 2.0% | 31.1% | 31.4%[activator]
40 | C(=N\Nc1nc(N2CCCC2)nc(N2CCCC2)n1)/c1ccncc1 | -3.8% | -26.5% | -10.0% | 4.2% | 126.1%[activator]
41 | CN(CC(=O)Nc1cccc(F)c1)C(=O)CC1CCCCC1 | -10.3% | -18.4% | -9.1% | x | 15.5%
42 | CCCCN1C(=O)c2cccc3cc(O)cc(c23)C1=O | 28.4% | -12.1% | -13.9% | x | 144.6%[activator]
43 | COc1ccccc1NC(=O)C(=O)N1N=C(C(C)C)CC1(O)C(F)(F)F (stereo unspecified) | -3.1% | -9.9% | -6.4% | 3.2% | 4.6%
44 | N=c1c2c(-c3ccccc3)c(-c3ccccc3)n(Cc3ccco3)c2ncn1Cc1ccco1 | 50.1µM* | -14.8% | -5.6% | -22.5% | -4.0%

item | G9a inh | BLM helicase inh | BAZ2B block | APE1 inh
31 | -3.6%[59 µM] | 38.8%[activator] | 2.8% | -4.9%
32 | 6.4% | 1.6% | 10.3% | 0.8%
33 | 8.9%[59 µM] | -2.6% | 0.4% | 1.9%
34 | x | 1.0% | u | -5.8%
35 | -35.3%[59 µM] | -9.4% | -33.7% | x
36 | u | -7.0% | 6.7% | -7.1%
37 | -2.9% | -1.6% | 6.4% | -2.1%
38 | 20.1% | -3.8% | -0.7% | 7.0%
39 | x | 1.5% | -13.2% | 0.4%
40 | -13.8% | 0.8% | 8.2% | 11.5%
41 | -1.2% | x | 10.3% | 8.5%
42 | x | x | x | x
43 | -2.9% | -2.4% | 2.0% | 1.3%
44 | u | -3.6% | 25.1µM* | -3.9%

# Part of the list above, showing only JMJD2A Tudor inh, POLH inh and POLI inh.
entry	canonical_smiles	JMJD2A Tudor inh	POLH inh	POLI inh
19	CN(C(=O)c1ccncc1)C1CCS(=O)(=O)C1 (stereo unspecified)	-7.4%	-10.5%	13.6%
5	O=C(CS(=O)(=O)Cc1ccccc1)Nc1nnc(C(F)(F)F)s1	2.8%	3.2%	-12.5%
23	O=c1oc(-c2ccccc2)nc2ccsc12	3.5%	u	20.1%
